CHOP inhibitor = blocks CHOP induction under ER stress | CHO-K1 CHOP-promoter luciferase, tunicamycin-induced, 15-18 h | inhibition, % at 10 µM | 3.8% of 220,000 active;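 active means compounds that reduced the stress-induced luciferase reporter signal by more than about 70% of percent inhibition, limit read from the data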;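 further: 0% = tunicamycin plus vehicle and 100% = wells without tunicamycin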
RBBP9 inh = blocks human serine hydrolase RBBP9; O75884; recombinant RBBP9, FP-Rh probe fluorescence polarization; inhibition, % at 7.94 µM; 0.2% of 220,000 active;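 active means inhibition above the campaign mean of all tested compounds plus 3 SD, cut at about 14% in these data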;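 further: plate controls were DMSO wells with RBBP9 for no effect and wells lacking RBBP9 protein for full effect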
Target sequence (O75884 whole entry, looked up): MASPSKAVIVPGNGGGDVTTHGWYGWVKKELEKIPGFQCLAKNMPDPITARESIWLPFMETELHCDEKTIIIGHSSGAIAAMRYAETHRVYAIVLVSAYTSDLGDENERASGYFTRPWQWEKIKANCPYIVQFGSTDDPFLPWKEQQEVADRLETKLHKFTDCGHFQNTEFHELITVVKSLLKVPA
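Test system – recombinant human RBBP9 · Input – RBBP9 2.5 µM in dispensing solution, pre-mixing · Medium – Tris buffer pH 8.0, NaCl, Pluronic · Schedule – preincubation 30 min plus labeling 45 min at 25 °C · Measured by – fluorescence polarization · Measure – % inhibition · Controls – DMSO and no-protein wells · Replicates – one well per compound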
TRPN1 ag = zebrafish TRPN1 (NompC) channel agonism; HEK293 zebrafish TRPN1-YFP, Fluo-8 calcium fluorescence; 100% = response to 87 µM carbachol; activation, % at 3 µM; 0.18% of 220,000 active;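 active means activation above its plate's cutoff, the mean activation of test wells on that plate plus 3 SD, cut at about 19% in these data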;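 further: 0% = DMSO alone and 100% = 87 µM carbachol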
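System: zebrafish TRPN1-YFP in HEK293 cells / Dosing: 3 µM single point / Timing: dye loading 1 h at 37 °C, then 30 min room temperature / Signal: Fluo-8 calcium fluorescence, excitation 470-495 nm, emission 515-575 nm / Read-out basis: percent activation from peak over basal fluorescence ratio, control-normalized / Control set: high carbachol 87 µM, low DMSO alone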
TNF death inh = TNF-alpha cell death inhibition in Jurkat FADD-/- cells; AID 463075; Jurkat FADD-/- TNF necroptosis rescue, ATP luminescence, 24 h; 0 = TNF only, 100 = no-TNF cells; activation (protection from cell death), % at 10 µM; 0.068% of 220,000 active;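 active means activation, meaning protection from cell death, of at least 50% relative to plate controls; inactive means activation below 50%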;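 further: necroptosis triggered by 40 ng/mL TNF-alpha added together with compound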
Ba/F3 V617F tox = loss of viability in JAK2V617F-driven Ba/F3 cells | Ba/F3 EpoR-JAK2V617F viability, ATP luminescence | AID 1446 | 1.1% of 220,000 active | inhibition, % at 5.6 µM;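 active means inhibition above the campaign mean plus 3 SD over all tested compounds, cut at about 24% in these data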;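 further: cytokine-independent growth of Ba/F3 cells driven by EpoR plus mutant JAK2; 0% = DMSO-treated cells and 100% = JAK inhibitor I control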
Wee1 degr inh = blocks degradation of human Wee1 kinase | 1.2% of 220,000 active | HeLa Luc-Wee1K328M stability, luciferase luminescence; 100% = proteasome inhibitor MG132 effect | reporter increase, % at 5 µM | AID 1321 | P30291;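 active means activation above the mean of all tested compounds plus 3 SD, set per screening run, cut at about 8.8% in these data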;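 further: cells exposed to compound for 20 h before luminescence read; 0% = DMSO alone and 100% = MG132 at 30 µM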
PPC-1+TRAIL kill = compounds killing PPC-1 cancer cells with TRAIL present (potentiator screen, no TRAIL-free arm); PPC-1 cells + TRAIL, ATPLite viability luminescence; cell killing (% activity), % at 4 µM; 0.41% of 220,000 active; AID 1443;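 active means cell killing above 50% in the first pass at 4 µM, then a duplicate retest at 5 µM averaging 50% or more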;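 further: plate controls were cells with TRAIL plus DMSO for no effect and medium-only wells lacking cells for full effect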
TRPML3 ag = agonists of human TRPML3 channel | Q8TDD5 | activation, % at 3 µM | HEK293 TRPML3-YFP, Fluo-8 calcium fluorescence; 100% = the carbachol control signal | 0.29% of 220,000 active;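 active means activation above its plate's cutoff, the mean activation of the plate's test wells plus 3 SD, cut at about 12% in these data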;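 further: 0% = DMSO only wells and 100% = carbachol wells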
Target sequence (Q8TDD5 whole entry, looked up): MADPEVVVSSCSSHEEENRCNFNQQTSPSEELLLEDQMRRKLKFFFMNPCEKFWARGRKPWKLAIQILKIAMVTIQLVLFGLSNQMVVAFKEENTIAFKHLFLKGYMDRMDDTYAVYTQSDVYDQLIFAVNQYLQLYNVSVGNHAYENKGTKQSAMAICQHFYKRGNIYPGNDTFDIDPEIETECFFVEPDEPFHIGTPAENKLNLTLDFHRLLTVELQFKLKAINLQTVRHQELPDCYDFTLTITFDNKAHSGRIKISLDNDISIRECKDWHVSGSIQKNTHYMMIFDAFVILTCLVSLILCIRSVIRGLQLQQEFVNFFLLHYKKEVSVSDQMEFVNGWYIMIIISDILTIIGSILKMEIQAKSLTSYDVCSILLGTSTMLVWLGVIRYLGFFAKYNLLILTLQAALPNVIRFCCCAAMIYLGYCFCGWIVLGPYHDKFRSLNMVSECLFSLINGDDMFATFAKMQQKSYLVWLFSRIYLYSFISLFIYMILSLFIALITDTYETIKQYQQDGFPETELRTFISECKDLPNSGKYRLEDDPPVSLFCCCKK
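Test system: TRPML3-YFP stable HEK293 cells. Doses: single point at 3 µM. Incubation: dye loading 1 h 37 °C then 30 min ambient, 125 s read. Signal: Fluo-8 calcium dye fluorescence, ex 470-495, em 515-575 nm. Measure: percent activation from peak-to-basal fluorescence ratio, scaled between DMSO and carbachol.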
BaF3 parental = counter-screen for JAK2V617F inhibitors: parental Ba/F3 viability inhibitors; CellTiter-Glo ATP luminescence; inhibition, % at 5.6 µM; 1.1% of 220,000 active; AID 1486;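 active means inhibition above a per-campaign cutoff, the mean inhibition of all tested compounds plus 3 SD, cut at about 27% in these data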;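 further: 0% = DMSO wells and 100% = JAK Inhibitor I control wells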
The depositor's hits bear a star; nt = not tested or not shown.

SMILES | CHOP inhibitor | RBBP9 inh | TRPN1 ag | TNF death inh | Ba/F3 V617F tox | Wee1 degr inh | PPC-1+TRAIL kill | TRPML3 ag | BaF3 parental
O=P(OC1CCCCC1)(OC1CCCCC1)C(O)c1c(Cl)cccc1Cl (stereo not given) | 84* | -2 | 0.4 | -2.9 | -4 | 2 | 1 | 1.1 | 7
CCOc1ccc(-c2nc(S(=O)(=O)c3ccccc3)c(NCc3cccnc3)o2)cc1 | 34 | -5 | -3.2 | -2.6 | 0 | 0 | 17 | -1.2 | 6
O=C(N/N=C/C=C\c1ccco1)c1cccnc1 | 17 | 2 | -0.3 | -0.3 | 3 | 1 | 1 | 1.1 | 2
CCc1nnc(NS(=O)(=O)c2ccc(Nc3ccc([N+](=O)[O-])c4nonc34)cc2)s1 | 64 | -8 | 1.4 | -3.4 | -1 | 2 | 8 | 1.7 | 8
C/C(=N\NC(=O)c1ccn(C)n1)c1cccc(NC(=O)c2ccc(C)s2)c1 | 10 | -9 | 1.2 | 1.3 | -1 | 1 | 46 | 0.3 | 5
CCOc1cccc(OCCOc2ccc(C(=O)c3ccccc3)cc2)c1 | 15 | 2 | -0.5 | 1.8 | -2 | -2 | 28 | 0.7 | -6
COc1cc(OC)c(/C=N/NC(=O)c2ccc([N+](=O)[O-])cc2)cc1Br | 16 | 3 | 1.6 | -4.4 | 2 | 0 | -14 | 0.8 | 1
COc1cccc(C(CC(=O)NCC2CCCO2)NS(=O)(=O)c2ccc(C)cc2)c1OC (stereo not given) | 1 | -10 | -0.8 | -2.9 | -5 | -4 | -10 | -0.2 | -3
Cc1cc(NC(=O)CCN2C(=O)c3ccccc3C2=O)no1 | 14 | -1 | 0.5 | 1.3 | 2 | 4 | 17 | 0.2 | -1
Fc1ccccc1CNC(=S)Nc1ccc(Cl)cc1 | 40 | -3 | 7.4 | -3.1 | -1 | -4 | 9 | 2.6 | 2
Cc1ccccc1COC[C@H](CC(C)C)N1CCN(C(=O)c2cccc(C(F)(F)F)c2)CCC1=O | 40 | -5 | 0.0 | 0.4 | 3 | 1 | -3 | -0.7 | 4
Cc1ccc(-n2nc3c(c2NC(=O)c2ccc(OC(C)C)cc2)CS(=O)C3)cc1 (stereo not given) | -22 | -4 | 0.1 | -0.4 | -4 | -1 | -4 | 0.3 | 3
Cc1cc(C)cc(C(=O)NCC(=O)OCC(=O)c2cc(C)n(CC(F)(F)F)c2C)c1 | -4 | -4 | 0.4 | -0.8 | 3 | 4 | 16 | -0.7 | 1
COC(=O)c1cc(OC)c(OC)cc1NC(=S)Nc1cc(Cl)ccc1OC | 9 | -10 | 2.1 | 2.2 | 6 | -1 | 9 | 0.6 | 5
CCn1c(SCC(=O)c2ccc(O)c(O)c2)nnc1-c1ccccc1OC | 19 | -7 | -0.1 | -4.2 | 4 | 1 | 5 | 0.7 | 3
COc1ccc(N2CCN(C(=O)C3=NNC(=O)CC3)CC2)cc1 | 13 | -6 | -2.1 | 0.4 | 1 | 2 | 33 | 0.2 | 5
CCCC1(c2ccccc2)NC(=O)N(CC(=O)c2[nH]c(C)c(C(=O)OCC)c2C)C1=O (stereo not given) | -9 | -2 | 11 | -8.7 | 0 | 3 | 6 | 4.9 | 7
O=C(NCCCn1ccnc1)C1CC(c2cccc(Br)c2)=NO1 (stereo not given) | 12 | 2 | 0.9 | -0.6 | -4 | 1 | 13 | 0.4 | 0
COc1cccc(/C=C/C(=O)OCC(=O)Nc2ccc(Cl)c(S(=O)(=O)N(C)C)c2)c1OC | 15 | -19 | -0.3 | -0.5 | -3 | -2 | 4 | 0.2 | 3
O=C(C1=C(O)C(=O)N(Cc2ccco2)C1c1ccccc1)c1cccs1 (stereo not given) | 20 | -1 | 0.7 | -1.8 | 3 | -3 | 21 | 1.1 | 1

The last 5 entries of the section before lead into the next:
SMILES | CHOP inhibitor | RBBP9 inh | TRPN1 ag | TNF death inh | Ba/F3 V617F tox | Wee1 degr inh | PPC-1+TRAIL kill | TRPML3 ag | BaF3 parental
COc1ccc(N2CCN(C(=O)C3=NNC(=O)CC3)CC2)cc1 | 13 | -6 | -2.1 | 0.4 | 1 | 2 | 33 | 0.2 | 5
CCCC1(c2ccccc2)NC(=O)N(CC(=O)c2[nH]c(C)c(C(=O)OCC)c2C)C1=O (stereo not given) | -9 | -2 | 11 | -8.7 | 0 | 3 | 6 | 4.9 | 7
O=C(NCCCn1ccnc1)C1CC(c2cccc(Br)c2)=NO1 (stereo not given) | 12 | 2 | 0.9 | -0.6 | -4 | 1 | 13 | 0.4 | 0
COc1cccc(/C=C/C(=O)OCC(=O)Nc2ccc(Cl)c(S(=O)(=O)N(C)C)c2)c1OC | 15 | -19 | -0.3 | -0.5 | -3 | -2 | 4 | 0.2 | 3
O=C(C1=C(O)C(=O)N(Cc2ccco2)C1c1ccccc1)c1cccs1 (stereo not given) | 20 | -1 | 0.7 | -1.8 | 3 | -3 | 21 | 1.1 | 1
O=C(Nc1ccc(F)cc1)c1cn(-c2ccccc2)nc1-c1ccncc1 | 2 | -11 | 8.9 | -2.5 | -2 | -3 | -6 | 0.5 | 8
O=C(O)/C=C\C(=O)NNC(=O)c1cc(-c2ccccc2)n[nH]1 | 7 | 1 | 0.0 | 3.9 | -1 | 2 | -9 | -0.2 | -3
CCc1cccc(NC(=O)CCSCCC(=O)Nc2cccc(CC)c2)c1 | -4 | -11 | -1.6 | -0.3 | -1 | -1 | 6 | 0.4 | 6
CN=C(Nc1cc(C)nn1-c1ccccc1)c1ccccc1 | -11 | -4 | 2.4 | -0.8 | -3 | 3 | -7 | 1.1 | 2
COC(=O)COc1cccc(NS(=O)(=O)c2cccc([N+](=O)[O-])c2)c1 | 1 | -8 | -0.6 | -0.4 | 1 | 9 | -29 | 0.7 | 4
COc1ccccc1NC(=S)N1CCn2cccc2C1c1cccnc1 (stereo not given) | -23 | -6 | -1.6 | 1.7 | -3 | -1 | 13 | 0.1 | -3
CCOC(=O)c1c(/N=C/C2=C(O)CCCC2=O)sc(C)c1C | 38 | -2 | 0.0 | 0.3 | 0 | 3 | 22 | -0.5 | 7
Nc1nc(NCCCN2CCOCC2)nc(Nc2ccccc2F)c1[N+](=O)[O-] | 5 | -4 | 1.5 | -0.9 | 2 | -1 | -1 | -0.1 | 1
CCN1CCCC1CNC(=O)Cn1cccc1C(=O)c1ccccc1 (stereo not given) | 39 | -1 | -0.2 | -0.3 | -3 | -2 | 12 | -0.1 | -1
CCCCONc1ncnc2nonc12 | 10 | -3 | -1.4 | 0.2 | 2 | 1 | 7 | 0.7 | 0
O=C(Nc1ccccc1Cl)C1CCCN(S(=O)(=O)c2ccc(F)cc2)C1 (stereo not given) | 15 | -1 | 0.5 | 0.4 | -3 | 0 | 22 | 0.0 | 3
O=C(NNC(=O)C1CC1)c1ccc(-c2ccccc2)cc1 | 52 | 2 | -0.1 | 1.3 | 1 | 2 | -4 | 1.2 | 3
O=C(COC(=O)c1ccccc1Nc1ccccc1)NCc1ccccc1Cl | 31 | -3 | 0.2 | -1.7 | 3 | -1 | 7 | -0.3 | 8
COc1ccc(-c2cc(C(F)(F)F)nc(SCc3cccc(C(=O)O)c3)n2)cc1 | 6 | -2 | -0.2 | 0.3 | -3 | -4 | -3 | -0.3 | 3
Cc1ccc(S(=O)(=O)NC(C)(C)CN2CCC(Cc3ccccc3)CC2)cc1 | 3 | -11 | -0.3 | -2.6 | 4 | 0 | 16 | 2.8 | 9
COc1ccc(S(=O)(=O)Cc2ccc(C(=O)N3CCN(c4cccc(C)c4)C(C)C3)o2)cc1 (stereo not given) | nt | 0 | 0.5 | -9.9 | -1 | 3 | 9 | 0.1 | 5
Cc1cc(NC(=O)CSCc2ccccc2)no1 | 8 | -9 | -1.6 | 1.9 | 2 | 2 | -3 | -0.1 | 4
CC(C)(C)CC(=O)NC(=S)NCCc1ccccc1 | 70* | -6 | -1.6 | -3.0 | -4 | 5 | -35 | -1.5 | 3
CCOC(=O)CN1CC23C=CC(O2)C(C(=O)NCc2ccccc2OC)C3C1=O (stereo not given) | 2 | -3 | -0.1 | -0.7 | 2 | 1 | 13 | 0.5 | 9
COc1ccc(N/C=C/C(=O)C(F)(F)F)cc1 | 18 | -8 | 0.9 | -0.4 | -1 | -1 | 0 | 0.8 | 4
COc1cc(/C=N/n2cnnc2)ccc1OCc1ccccc1 | -12 | -3 | -0.1 | -1.9 | -5 | 2 | 5 | -0.4 | -1
CC1(C)CC(NNCCC#N)=CC(=[N+]2CCCC2)C1 | -17 | -6 | 0.7 | -0.1 | 3 | -1 | 12 | 0.2 | 10
CCOC(=O)CC(=O)CSc1nc(N)c(C#N)c(-c2ccc(F)cc2)c1C#N | 25 | 1 | -0.1 | 0.3 | -4 | 0 | -8 | 0.2 | 4
Cc1cccc2sc(N(CCN(C)C)C(=O)c3cc(Cl)sc3Cl)nc12 | 72* | 1 | -0.4 | 2.8 | -2 | -1 | 34 | 0.6 | 6
O=C(C(c1ccccc1)c1ccccc1)N1CCCc2ccccc21 | 44 | -12 | -1.7 | -0.4 | -1 | -1 | 35 | -1.3 | 0
CCOC(=O)C1=C(C)NC(C)=C(C(=O)OCC)C1/C=C/c1ccccc1 | 99* | 0 | 0.6 | -5.0 | -2 | 2 | -8 | -0.4 | 0
O=C(c1ccccc1[N+](=O)[O-])N1CCCN(C(=O)c2ccccc2[N+](=O)[O-])CC1 | 10 | -4 | 0.2 | 0.7 | -3 | 2 | 8 | 0.3 | -3
Cc1sc2nc(SCC(=O)NCCOCCO)nc(N)c2c1C | 37 | -4 | 1.1 | -0.3 | -1 | 0 | -10 | 0.3 | 0
Cc1ccc(CC(=O)N2CCC(c3nc4c(nnn4Cc4ccccc4)c(=O)[nH]3)CC2)cc1 | 32 | -7 | 0.0 | -1.6 | 3 | -3 | 5 | 0.3 | 7
O=C(NNc1ccc([N+](=O)[O-])cc1)C1C2CCCCC21 (stereo not given) | 0 | 2 | -0.2 | 2.1 | -2 | 1 | -3 | 0.1 | 4
Cc1ccc(CNC(=O)c2ccc(S(=O)(=O)Nc3c(C)n(C)n(-c4ccccc4)c3=O)cc2)cc1 | -19 | -3 | 1.6 | -0.6 | -1 | 3 | 15 | 0.5 | -3
CCOC(=O)c1cc2c(=O)n3cccc(C)c3nc2n(C)c1=N | -19 | -5 | 0.5 | -4.9 | 1 | 0 | 4 | 1.1 | 5

High-throughput results: PubChem BioAssay, several laboratories
